HEK293 viab – cell viability loss counter-screen; HEK-293-SNCA-luc viability, GF-AFC fluorescence, 24 h; 150,000 compounds, 0.12% hits; AID 1671193; Potency, µM (titrated, usually from 57.1 µM), inactives show top-dose activity change, negative = cytotoxicity, most hits filed as cytotoxic;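 also: potency is read from the fitted curve at half-maximal effect; 0% = DMSO-treated cells and -100% = medium-only wells without cells; nearly all actives have a fitted effect of over 30% in size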
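HEK-293-SNCA-luc cells (1500/well) plated 24 h, then exposed 24 h to a dilution series; GF-AFC added 30 min at 37C, fluorescence 405/540 nm; normalised to medium-only and DMSO wells, Hill fit.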
SNCA expr inh – reduces expression of the alpha-synuclein gene. 140,000 compounds, 0.17% hits. Potency, µM (series often up to 57.2 µM), inactives show top-dose activity change, negative = inhibition, most hits filed as inhibitors. HEK-293 SNCA-luciferase knock-in, luminescence, 24 h. AID 1671194;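 also: potency is read from the fitted curve at half-maximal effect; plate controls were DMSO cells for no effect and cell-free wells for full effect; nearly all actives have a fitted effect of over 45% in size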
IP6K1 inh – inhibitors of human IP6K1; 140,000 compounds, 0.81% hits; IP6K1 kinase, ADP-Glo luminescence, 2 h; active compounds read low; activity change, % (series mostly up to about 58 µM); in the data active = activity change below about -25%
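ADP-Glo luminescence measures ADP made by human IP6K1 during a 2 h RT reaction with ATP/IP6 (mix at 1.3 mM/130 uM); top library doses 57.5 and 19.1 uM final.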
3T3 cytotox – kills NIH 3T3 cells. NIH 3T3 viability, CellTiter-Glo ATP luminescence, 48-72 h. Potency, µM (series often up to 96.7 µM), inactives show at the highest dose activity change, negative = cytotoxicity, usual class: inhibitors. 94,000 compounds, 4.3% hits; also: potency is read from the fitted curve at half-maximal effect; nearly all actives have a fitted effect of over 55% in size
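Cytotoxicity is measured as loss of cellular ATP: NIH 3T3 cells (400/well) are exposed to compound for 48 or 72 hr at 37 °C, then CellTiter-Glo luminescence is imaged after 10 min at room temperature.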
GPT2 inh – GPT2 alanine aminotransferase inhibition. Potency, µM (highest dose often 57.7 µM), inactives show at the top dose activity change, negative = inhibition, hits mostly inhibitors. Recombinant GPT2, coupled pyruvate oxidase/HRP Amplex Red fluorescence. 100,000 compounds, 0.25% hits; also: potency is read from the fitted curve at half-maximal effect; nearly all actives have a fitted effect of over 60% in size; many of its hits are not listed in these tables
Target sequence (Q8TD30 whole entry, looked up): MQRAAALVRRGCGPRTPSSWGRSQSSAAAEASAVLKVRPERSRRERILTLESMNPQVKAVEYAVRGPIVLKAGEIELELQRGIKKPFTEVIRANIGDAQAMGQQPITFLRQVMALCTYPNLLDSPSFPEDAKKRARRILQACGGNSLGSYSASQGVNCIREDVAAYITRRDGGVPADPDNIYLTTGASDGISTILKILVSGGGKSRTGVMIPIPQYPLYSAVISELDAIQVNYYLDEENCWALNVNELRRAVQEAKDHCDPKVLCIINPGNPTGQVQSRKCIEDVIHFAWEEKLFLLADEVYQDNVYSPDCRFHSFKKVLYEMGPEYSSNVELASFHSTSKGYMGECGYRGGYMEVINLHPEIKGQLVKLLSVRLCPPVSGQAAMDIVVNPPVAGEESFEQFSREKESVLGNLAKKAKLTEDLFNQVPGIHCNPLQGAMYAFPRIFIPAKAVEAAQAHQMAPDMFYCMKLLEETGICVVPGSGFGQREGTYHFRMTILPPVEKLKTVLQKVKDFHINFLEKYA
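Recombinant GPT2 (10ng/uL) with 250uM a-KG and 2mM L-alanine, 30 min at room temperature, in HEPES pH 7.5 buffer. Pyruvate detected by pyruvate oxidase/HRP/Amplex Red fluorescence after 30 min in the dark; AOA (50uM) as positive control.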
HEK cytotox – kills HEK 293 cells; HEK 293 viability, ATP luminescence (CellTiter-Glo), 48-72 h; Potency, µM (highest dose often 115 µM), without a hit: at the highest dose activity change, negative = cytotoxicity, most hits filed as inhibitors; 94,000 compounds, 6.6% hits; AID 1345083; also: potency is read from the fitted curve at half-maximal effect; nearly all actives have a fitted effect of over 60% in size
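qHTS cytotoxicity; HEK 293, 250 cells/well; compound pinned; 48 or 72 hr, 37 degree Celsius, 5% CO2, 95% humidity; CellTiter-Glo, 10 min RT; luminescence (ATP).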
Luciferase inh – inhibitors of firefly (Photinus pyralis) luciferase | 76,000 compounds, 2.5% hits | Potency, µM (titrated, usually from 115 µM), without a hit: top-dose activity change, negative = inhibition, hits mostly inhibitors | purified P. pyralis luciferase, luminescence, biochemical | AID 1347043; also: potency is read from the fitted curve at half-maximal effect; nearly all actives have a fitted effect of over 65% in size
Target sequence (P08659 whole entry, looked up): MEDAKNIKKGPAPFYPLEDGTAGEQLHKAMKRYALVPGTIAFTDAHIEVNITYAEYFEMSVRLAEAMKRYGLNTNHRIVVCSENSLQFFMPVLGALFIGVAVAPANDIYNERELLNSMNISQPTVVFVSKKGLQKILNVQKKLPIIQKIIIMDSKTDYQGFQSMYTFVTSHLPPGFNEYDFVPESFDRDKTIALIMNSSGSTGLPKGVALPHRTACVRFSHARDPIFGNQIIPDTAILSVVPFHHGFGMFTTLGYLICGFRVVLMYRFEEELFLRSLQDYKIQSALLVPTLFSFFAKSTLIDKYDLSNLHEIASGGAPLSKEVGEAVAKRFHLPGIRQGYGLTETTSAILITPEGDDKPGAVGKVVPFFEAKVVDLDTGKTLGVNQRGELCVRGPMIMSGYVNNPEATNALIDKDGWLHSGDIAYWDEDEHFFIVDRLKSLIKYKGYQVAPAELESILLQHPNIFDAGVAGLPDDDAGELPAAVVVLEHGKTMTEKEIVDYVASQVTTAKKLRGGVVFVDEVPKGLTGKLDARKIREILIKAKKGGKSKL
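Purified 10nM P. pyralis luciferase with 10uM D-luciferin and 10uM ATP in 50mM Tris acetate pH 7.5, 10mM Mg acetate, 0.01% Tween-20, 0.05% BSA. qHTS titration; luminescence read by CCD imager.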
* = called active by the depositor; i = inactive; ? = inconclusive; nt = no result given; [ ] = remark or other dose. Unless noted, calls follow the shape of the dose curve; as a rule, active = well fitted curve in the direction sought with a large enough effect; inconclusive = small, poorly fitted or top-dose-only effect, or another doubt; inactive = no such curve, though single readings can be large; an effect the other way counts as inactive or inconclusive. Unless noted, % is scaled to controls: 0 for no effect and ±100 for the full control effect.

Values in the order – HEK293 viab | SNCA expr inh | IP6K1 inh | 3T3 cytotox | GPT2 inh | HEK cytotox | Luciferase inh
- COc1ccc(NC(=O)N2CCc3c(c4ccccc4n3C)C2)cc1
→ -8.6% | 87.0%[activator] | -19.6 | ? | -4.2% | ? | ?
- Cc1nc(-c2c3n(c(=O)n(Cc4ccccc4C(F)(F)F)c2=O)CCCCC3)no1
→ -1.9% | -24.5% | -0.6 | -11.3% | -5.1% | ? | 0.9%
- CC(=O)c1cccc(NC(=O)c2cc(C)nc3c2c(C)nn3-c2cccc(Cl)c2C)c1
→ -15.4% | 5.3% | 3.0 | nt | nt | nt | nt
- CCc1ccc(N2CC(c3noc(-c4cnccn4)n3)CC2=O)cc1 (centres undefined)
→ 4.2% | 3.0% | 28.9 | -6.0% | -5.6% | 12.4% | 7.7%
- CC(=O)O[C@@H]1C[C@H](O)[C@@]23CO[C@H](O)[C@]1(C)C2C[C@@H](O)[C@]1(C)C3C(=O)[C@H](OC(C)=O)[C@@]2(C)[C@H](c3ccoc3)C[C@H]3O[C@]321 (some centres undefined)
→ ? | nt | 21.4 | nt | -5.4%[17.1 µM] | nt | nt
- NS(=O)(=O)OC[C@@H]1C[C@@H](n2ccc3c(N[C@H]4CCc5ccccc54)ncnc32)C[C@H]1O
→ 7.5% | ? | nt | nt | -6.6% | nt | nt
- CCCCC#Cc1nc(NC)c2ncn([C@@H]3O[C@H](CO)[C@@H](O)[C@H]3O)c2n1
→ -2.4% | 16.6% | nt | nt | i | nt | nt
- COC[C@@H]1CN(CCCc2ccccc2)C[C@H]1C(N)=O
→ 14.9% | -3.3% | 3.9 | -15.3% | i | -23.1% | -9.9%
- CN(C)[C@H]1CCCCN(C(=O)CCc2ccc(-c3ccc(Cl)cc3)[nH]2)C1
→ -18.8% | 17.0% | -7.1 | ? | -0.5% | ? | -11.8%
- COc1ccccc1C(=O)N1C[C@@H](F)C[C@H]1C(=O)N1CCOCC1
→ 9.8% | 0.3% | 5.3 | 1.7% | i | -1.5% | 10.8%

Next part:
Values in the order – HEK293 viab | SNCA expr inh | IP6K1 inh | 3T3 cytotox | GPT2 inh | HEK cytotox | Luciferase inh
- COc1cc(OC)c(NC(=O)Cn2cnc3sc(C)c(S(=O)(=O)N4CCN(C)CC4)c3c2=O)cc1Cl
→ -5.1% | 7.2% | 5.5 | nt | nt | nt | nt
- O=C(C1CCCN1C(=O)Nc1ccc(Cl)cc1)N1CCC(c2ccccc2)CC1 (centres undefined)
→ -14.2% | 11.1% | 0.6 | ? | i | ? | nt
- Cc1nc(C2CC23CCN(S(=O)(=O)c2c(C)noc2C)CC3)no1 (centres undefined)
→ 1.9% | 4.6% | 7.7 | ? | -1.0% | -25.4% | nt
- Cc1cccc(NC(=O)C(=O)NCCCN2CCOCC2)c1
→ 20.4% | 45.1%[activator] | 7.7 | nt | nt | nt | nt
- CCc1ccc(OCC(=O)N(Cc2ccco2)Cc2ccccc2Cl)cc1
→ -2.6% | ? | 8.6 | nt | nt | nt | nt
- O[C@@H]1C[C@@H](c2nc(-c3cnccn3)no2)N(Cc2ccc(F)cc2)C1
→ 15.1%[87.6 µM] | 3.2%[87.6 µM] | 4.7 | -7.1%[138 µM] | -11.9%[88.5 µM] | -5.6%[172 µM] | -5.0%[172 µM]
- CC(=O)N1CCCC1c1nc2ccccc2n1Cc1c(F)cccc1Cl (centres undefined)
→ -8.7% | -23.8% | 14.2 | nt | nt | nt | nt
- CCC(=O)C1=C(c2ccc(OC)c(OC)c2)N(C(=O)CC)n2c(nnc2-c2ccc(C)cc2)S1
→ -0.7% | 3.5% | -0.4 | nt | nt | nt | nt
- COc1ccccc1CN1CCC(CNC(=O)c2cnn(-c3ccc(Cl)cc3)c2C2CCN(C(=O)OC(C)(C)C)CC2)CC1
→ ? | ? | 10.0 | nt | nt | nt | nt
- COc1ccc(C2=NOC3(CCN([S+](=O)([O-])c4cccc(OC)c4)C3)C2)cc1 (centres undefined)
→ -28.4% | ? | 4.3 | ? | 4.0% | 28.2µM* | -4.9%

Part of the list above, as labelled records:
molecule: O=C(C1CCCN1C(=O)Nc1ccc(Cl)cc1)N1CCC(c2ccccc2)CC1 (centres undefined)
  HEK293 viab: -14.2% | SNCA expr inh: 11.1% | IP6K1 inh: 0.6 | 3T3 cytotox: ? | GPT2 inh: i | HEK cytotox: ? | Luciferase inh: nt
molecule: Cc1nc(C2CC23CCN(S(=O)(=O)c2c(C)noc2C)CC3)no1 (centres undefined)
  HEK293 viab: 1.9% | SNCA expr inh: 4.6% | IP6K1 inh: 7.7 | 3T3 cytotox: ? | GPT2 inh: -1.0% | HEK cytotox: -25.4% | Luciferase inh: nt

Following part:
Values in the order – HEK293 viab | SNCA expr inh | IP6K1 inh | 3T3 cytotox | GPT2 inh | HEK cytotox | Luciferase inh
- Cc1ccc(C)c(CNC(=O)CN2C(=O)CSc3ccc(S(=O)(=O)N(C)C)cc32)c1
→ -12.4% | 20.5% | -9.8 | nt | nt | nt | nt
- N[C@@H]1CC[C@H](C(=O)N2CCN(CCCOc3ccc(F)cc3)CC2)C1
→ -12.3% | -11.6% | -5.7 | -28.0% | -6.5% | ? | 2.9%
- COc1ccc2nc3sc(C(=O)NCCc4ccc(Cl)cc4)cc3cc2c1
→ -6.3% | -17.4% | 23.5 | nt | nt | nt | nt
- CCOc1ccc(Cl)cc1CN(C)C(=O)C1CC(=O)N(CC)C1 (centres undefined)
→ -6.7% | -4.2% | 2.1 | i | -0.1% | -7.4% | -1.1%
- CN(c1cc(=O)c2ccnc(-c3ccc(F)c(Cl)c3)c2o1)C1CCOCC1
→ -0.7%[87.6 µM] | -12.1%[87.6 µM] | -1.5 | ? | 4.9%[88.5 µM] | -16.8%[172 µM] | -16.5%[172 µM]
- NC(=O)c1ccccc1NC(=O)CN1c2ccccc2S(=O)(=O)c2ccccc21
→ -13.4% | 42.0%[activator] | 21.6 | nt | nt | nt | nt
- O=C(NCc1ccc(C(F)(F)F)cc1)C1CCCN1C(=O)c1cccc(-c2ccccn2)c1 (centres undefined)
→ -3.5% | 28.5% | -0.4 | -25.2% | ? | ? | nt
- O=C1Nc2ccccc2CC12CCN([S+](=O)([O-])c1cccc(C(F)(F)F)c1)C2 (centres undefined)
→ 4.7% | 23.8% | -7.0 | -29.4% | i | ? | -4.8%
- O=C(C1CCOC1)N1CC(Oc2cccc(-c3nc(-c4ccccc4)no3)c2)C1 (centres undefined)
→ -3.0% | 77.4%[activator] | 4.0 | ? | -9.7% | ? | 44.7µM*
- O=C(CC1CCCCC1)N1CCN(C(=O)N2CC3CC(C2)[C@H]2CCCC(=O)N2C3)CC1 (some centres undefined)
→ -2.9% | 35.3%[activator] | 8.1 | -9.0% | -9.4% | 8.0% | 0.0%

Further entries.
Values in the order – HEK293 viab | SNCA expr inh | IP6K1 inh | 3T3 cytotox | GPT2 inh | HEK cytotox | Luciferase inh
- CCOc1cc(=O)n2c(c1C(=O)Nc1cccc(SC)c1)CCCC2
→ -12.8% | 25.0% | -3.2 | -6.7% | i | -29.7% | 4.7%
- COc1ccc(F)cc1-c1cccc(C(=O)NCCNC(=O)C2CCCC2)c1
→ 4.6%[12.5 µM] | ? | 37.0 | ? | -0.8% | ? | nt
- C=C1CCC2[C@](C)(CO)CCC[C@@]2(C)[C@@H]1CCC1=CCOC1=O (some centres undefined)
→ -11.6% | nt | 6.2 | nt | i | nt | nt
- Cc1ncoc1C(=O)N1CCC2(CCCN(CC3CCCCC3)C2=O)C1 (centres undefined)
→ 2.4% | -5.4% | 7.8 | -3.1% | ? | -1.6% | -15.5%
- O=C(N[C@H]1CCN2C(=O)c3cc(-c4ccsc4)ccc3NC(=O)[C@H]12)c1cccs1
→ -20.9%[87.6 µM] | -7.4%[87.6 µM] | -10.5 | ? | 0.0%[88.5 µM] | ? | -21.4%[172 µM]
- Cc1ccc(CN(C(=O)COc2ccc(C(C)C)cc2)C2CCS(=O)(=O)C2)o1 (centres undefined)
→ 3.2% | -1.7% | -2.7 | nt | nt | nt | nt
- O=C(Cc1c[nH]c2ccccc12)N1CC(c2nnc(-c3ccncc3)o2)C2(CCOCC2)C1 (centres undefined)
→ -2.7% | 30.5%[activator] | 26.7 | -14.9% | 3.3% | -22.2% | -2.3%
- COc1cccc(C(=O)Nc2ccc3oc(-c4cccc5c(Br)cccc45)nc3c2)c1
→ -17.8% | 38.7%[activator] | 0.3 | nt | nt | nt | nt
- CCc1n[nH]c(CC2CCN(C(=O)C3(c4ccccc4)CC3)CC2)n1
→ 9.9% | 1.3% | -3.4 | i | -7.7% | 1.1% | 1.5%
- Cc1cc(C(=O)NCC2Cn3cccc3C(=O)N2C)nn1C (centres undefined)
→ -5.0% | 4.0% | 16.4 | -7.6% | 3.7% | 2.2% | -6.0%

(listing goes on)
Values in the order – HEK293 viab | SNCA expr inh | IP6K1 inh | 3T3 cytotox | GPT2 inh | HEK cytotox | Luciferase inh
- COc1ccc(C2Cn3nnc(-c4nc(C5CCCCC5)no4)c3CO2)cc1 (centres undefined)
→ 0.2% | -13.1% | 0.3 | -8.3% | ? | 4.3% | -2.1%
- Cc1ccc(CNC(=O)Cn2cccc2-c2nc(-c3ccc4c(c3)OCO4)no2)cc1
→ -6.0% | 48.2%[activator] | -4.7 | -31.1% | i | ? | -23.7%
- C#CCN(C)Cc1nc(C2(O)CCN(C(=O)Cc3ccccc3)CC2)cs1
→ -0.3%[87.6 µM] | -5.6%[87.6 µM] | -2.6 | 1.1%[174 µM] | -12.6%[88.5 µM] | i | -2.8%[172 µM]
- CNc1nc(C(=O)N2CCc3nc(-c4ccccc4)[nH]c3C2)cs1
→ 2.6% | 5.5% | 1.7 | -20.3% | i | -13.7% | ?
- Cc1ccc(CN(C)C(=O)c2coc(COc3ccc(F)cc3Cl)n2)cc1
→ 3.1% | -13.9% | 9.9 | ? | -6.8%[11.5 µM] | ? | 2.7%
- COc1cccc(-c2ccc3c(n2)c(=O)ncn3CC2CC2)c1
→ -7.9%[87.6 µM] | 53.7%[activator][87.6 µM] | 1.6 | ? | 0.6%[88.5 µM] | -8.0%[172 µM] | ?
- CC(C)N1CCN(C2CCOC3(CCN(S(=O)(=O)c4cn(C)cn4)CC3)C2)CC1 (centres undefined)
→ 1.0% | 5.9% | 0.1 | 3.4% | i | 4.5% | 2.3%
- CCc1ccc(CNC(=O)c2c(C)oc3ncnc(N4CCOCC4)c23)cc1
→ 5.9% | -4.4% | -8.2 | nt | nt | nt | nt
- CN(CC(=O)N1CCc2nc3cc(-c4ccccc4)[nH]n3c(=O)c2C1)S(=O)(=O)c1cnc[nH]1
→ 6.1% | ? | 10.5 | ? | i | ? | ?
- COc1cccc(CN2CCOc3ccc(C(=O)NCc4ccc(C)cc4)cc3C2)n1
→ -7.1% | -12.0% | -10.0 | ? | -1.0% | ? | 5.2%
- COc1ccc(C)cc1NC(=O)NCC1CCCN(C(C)C)C1 (centres undefined)
→ -1.1% | -14.4% | 0.4 | -0.5% | -13.4% | -11.4% | 10.7%
- COc1cccc(C(=O)Nc2nc(-c3nnn(-c4cccc(Cl)c4C)c3C)ns2)c1
→ 0.6% | -27.9% | 13.0 | nt | nt | nt | nt

High-throughput results from PubChem BioAssay.
